bIAP inhibitor = blocks bovine intestinal alkaline phosphatase activity; 190,000 tested, under 10 active; purified bovine IAP, CDP-star luminescence, 30 min; inhibition, % at 20 µM;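 active = over 50% inhibition of intestinal alkaline phosphatase at 20 µM in the single-dose screen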
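System: purified bovine intestinal alkaline phosphatase (IAP) enzyme; Input: IAP diluted 1/65,000,000 in the well; Measured by: CDP-star luminescence signal; Compound dosing: 20 µM single dose; Incubation: 30 min reaction at room temperature.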
TLR4-MyD88 BLA = TLR4-MyD88 interaction inhibition in cells; O00206+Q99836; HeLa CL3-4 TLR4/MyD88 BLA complementation, FRET ratio; inhibition, % at 8.4 µM; 0.18% of 200,000 active; AID 861; in the data active = inhibition above about 25%;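 also: 0% = vehicle and 100% = reference inhibitor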
Target sequence (O00206 whole entry, looked up): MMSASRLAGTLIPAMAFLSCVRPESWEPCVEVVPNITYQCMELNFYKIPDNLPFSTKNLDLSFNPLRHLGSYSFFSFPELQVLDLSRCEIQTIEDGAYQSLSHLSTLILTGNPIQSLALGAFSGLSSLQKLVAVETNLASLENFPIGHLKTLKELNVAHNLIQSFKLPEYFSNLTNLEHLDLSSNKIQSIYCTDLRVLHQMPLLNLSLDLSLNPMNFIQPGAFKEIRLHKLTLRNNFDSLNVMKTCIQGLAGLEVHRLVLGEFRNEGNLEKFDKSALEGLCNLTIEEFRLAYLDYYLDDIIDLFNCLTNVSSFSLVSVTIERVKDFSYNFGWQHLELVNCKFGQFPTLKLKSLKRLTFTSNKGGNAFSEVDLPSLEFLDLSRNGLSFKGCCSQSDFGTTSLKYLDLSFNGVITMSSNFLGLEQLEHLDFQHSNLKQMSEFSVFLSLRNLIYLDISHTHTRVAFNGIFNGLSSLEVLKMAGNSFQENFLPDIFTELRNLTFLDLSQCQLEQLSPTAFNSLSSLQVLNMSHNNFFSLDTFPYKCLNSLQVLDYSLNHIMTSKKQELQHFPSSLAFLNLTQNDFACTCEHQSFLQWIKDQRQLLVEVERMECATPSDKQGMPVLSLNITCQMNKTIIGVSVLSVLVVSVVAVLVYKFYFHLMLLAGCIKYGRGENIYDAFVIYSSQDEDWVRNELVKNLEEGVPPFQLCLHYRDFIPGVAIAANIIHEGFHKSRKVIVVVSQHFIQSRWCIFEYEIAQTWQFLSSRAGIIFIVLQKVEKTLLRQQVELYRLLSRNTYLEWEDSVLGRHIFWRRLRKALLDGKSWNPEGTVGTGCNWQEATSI
Target sequence (Q99836 whole entry, looked up): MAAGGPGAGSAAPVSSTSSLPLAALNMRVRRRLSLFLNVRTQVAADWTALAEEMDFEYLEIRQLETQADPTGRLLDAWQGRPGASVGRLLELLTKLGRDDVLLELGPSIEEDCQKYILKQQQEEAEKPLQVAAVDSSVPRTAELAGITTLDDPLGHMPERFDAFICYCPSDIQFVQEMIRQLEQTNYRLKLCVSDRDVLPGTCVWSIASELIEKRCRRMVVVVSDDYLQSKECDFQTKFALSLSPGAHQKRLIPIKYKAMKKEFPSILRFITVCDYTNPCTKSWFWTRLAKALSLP
PPARg SRC-1 ag = agonists of human PPARgamma SRC-1 coactivator recruitment. 0.41% of 200,000 active. activation, % at 8 µM. P37231. PPARgamma-SRC-1 coactivator recruitment biochemical assay; in the data active = activation above about 19%;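 also: 0% = DMSO and 100% = reference agonist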
DTT redox prof = compounds producing H2O2 with reducing agent – biochemical, NIH compound library profiling, artefact control for MLSCN library redox annotation, primary screen. DTT-dependent redox cycling H2O2, phenol red/HRP absorbance; 100% = 100 µM peroxide control, 0% = buffer. activation, % at 10 µM. 0.03% of 200,000 active;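 active = activation of at least 50% relative to the plate's high and low controls in the primary single-dose screen; inactive = activation below 50%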;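 also: compound incubated with DTT at 0.8 mM final as the reducing agent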
bIAP act = intestinal alkaline phosphatase (bovine) activation | AID 1016 | purified bovine IAP, CDP-star luminescence, 30 min; active compounds read high; fold of DMSO-control signal, blank-subtracted | 0.17% of 200,000 active | activation factor at 20 µM;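 active = activation factor of 2 or more at 20 µM, a signal rise over negative controls twice the positive control's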
TR-FRET SRC-2 ct = counter-screen for PPARgamma SRC-2 recruitment agonists: TR-FRET artefact. active compounds read high. TR-FRET ratio at 8 µM. AID 1049. 0.4% of 200,000 active; in the data active = TR-FRET ratio above about 2000; also: inactives centre near 1500; reference of the scale not given here
PPARg SRC-2 ag = promotes SRC-2 coactivator recruitment by human PPARgamma. P37231. activation, % at 8 µM. 0.34% of 200,000 active. AID 1032. PPARgamma LBD-SRC-2 recruitment, biochemical; in the data active = activation above about 22%;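 also: 0% = vehicle and 100% = reference agonist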
Lmaj promast = Leishmania major promastigote growth inhibition; Leishmania major promastigotes, resazurin fluorescence viability; inhibition, % at 10 µM; 9% of 200,000 active; in the data active = inhibition above about 50%;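 also: promastigotes grown with compound for 44 hours at 28 °C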
PPARg SRC-3 ag = agonists of human PPARgamma SRC-3 coactivator recruitment | 0.26% of 200,000 active | activation, % at 8 µM | biochemical PPARgamma/SRC-3 coactivator recruitment assay | P37231; in the data active = activation above about 23%;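 also: 0% = DMSO and 100% = reference agonist; some compounds past the cut are filed as inactive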
S1P3 antagonist = blocks the human S1P3 receptor; CHO S1P3 NFAT-BLA reporter, FRET fluorescence, antagonist mode; inhibition, % at 4.98 µM; 0.27% of 170,000 active; AID 485;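 active = inhibition above the plate cutoff, the mean inhibition of test wells on that plate plus 3 SD, cut at about 28% in these data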;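 also: cells challenged with S1P at its EC80 of 0.8 µM; blue over green emission ratio from cleaved BLA substrate after 4 h stimulation; 0% = S1P-stimulated wells and 100% = unstimulated DMSO-only wells; some compounds past the cut are filed as inactive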
ROMK mod = human ROMK K+ channel modulation, primary screen | P48048 | Tet-inducible ROMK, thallium flux fluorescence; actives lie on both sides | B-score at 10 µM | 2% of 130,000 active;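 active = signal ratio slope over the read window, or its plate-corrected B-score, at least 3 SD from the plate mean, either direction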;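 also: B-score of the F/F0 ratio slope over 7 to 12 s after thallium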
* marks the source's active call; other numbers are inactive results; . = no result given. An unsorted share of the library (roughly 11% active in at least one column).

SMILES	bIAP inhibitor	TLR4-MyD88 BLA	PPARg SRC-1 ag	DTT redox prof	bIAP act	TR-FRET SRC-2 ct	PPARg SRC-2 ag	Lmaj promast	PPARg SRC-3 ag	S1P3 antagonist	ROMK mod
Cc1ccnc(N2CCCC(C(=O)Nc3nnc(C)s3)C2)n1 (stereo not drawn)	-1	-2	-7	0.3	1	1422	-2	19	-3	-19	-0.08
CCOc1cc(C(c2c(C)[nH][nH]c2=O)c2c(C)[nH][nH]c2=O)ccc1OC(=O)c1cccc([N+](=O)[O-])c1	10	3	-2	0.5	0.9	1292	-3	25	-5	.	.
OCCC1CN(Cc2cnc(N3CCCC3)s2)CCN1Cc1ccccc1 (stereo not drawn)	-15	-5	11	0.0	1.1	1641	2	6	2	-2	0.21
COc1cc2c(cc1OC)CN(C(=O)c1cc(S(=O)(=O)N3CCOCC3)ccc1Cl)CC2	-5	-4	2	0.8	1.1	1729	8	-1	13	6	-0.7
Clc1ccc(-c2nc3n(n2)Cc2ccccc2-3)cc1	-9	1	2	0.2	1.1	1515	12	0	12	.	0.2
COc1ccc(S(=O)(=O)N(CC(N)=O)C2CCCCC2)cc1Cl	1	-8	0	0.2	1	1568	6	-4	2	-16	.
CCc1nnc(NS(=O)(=O)c2ccc(N/C=C\C(=O)c3ccc(C)cc3)cc2)s1	6	-5	7	-1.2	0.9	1664	1	-8	9	.	.
CN(C)CCNC(=O)Nc1ccc([N+](=O)[O-])cc1	-2	6	-2	-0.4	1	1631	4	-9	3	-10	0.33
CC(=O)c1c(N2CCCCC2)nc(=S)n(Cc2ccccc2)c1C	0	-3	1	1.5	1	1639	-4	2	5	.	-0.84
Cn1c(=O)[nH]c(=O)c2c1nc(CN1CCOCC1)n2Cc1ccc(F)cc1	4	-6	-2	0.1	1	1572	-11	-4	6	-19	.
CCN(CC)c1ccc(C=Nc2ccc(C)cc2C)c(O)c1	2	3	-3	-0.8	1	1486	0	1	-1	-22	-0.87
COc1ccc(S(=O)(=O)NN(C)c2ncc(C(F)(F)F)cc2Cl)cc1	9	3	2	-0.7	0.9	1389	-6	3	-2	-13	.
COc1ccc(NC(=O)CC2SC(=NCc3ccccc3OC)NC2=O)cc1 (stereo not drawn)	6	-13	-7	1.9	0.9	1701	9	9	3	-1	.
Cc1cc(NC(=O)CN2C(=O)NC(Cc3ccccc3)C2=O)no1 (stereo not drawn)	8	-3	0	0.0	0.9	1451	7	-6	-5	.	0.069
COc1ccc(C(=O)NNS(=O)(=O)c2ccc(C)cc2)cc1	18	10	-4	0.0	0.8	1594	6	-2	-2	0	.
Cc1noc(C)c1COC(=O)c1ccccc1NC(=O)c1ccco1	-8	-4	2	-0.3	1.1	1620	-8	-5	-3	9	-0.62
Cc1cccc(Cn2ncc(Cl)c(Cl)c2=O)c1	3	19	1	3.3	1	1500	-1	62*	-1	.	.
CCn1c(=O)cc(OCC(=O)N(C)C2CCCCC2)c2ccccc21	6	10	5	-0.4	0.9	1428	0	-2	11	0	.
O=C(CC12CC3CC(C1)CC(CC(=O)N1CCCC1)(C3)C2)N1CCCC1	-16	1	-1	-0.8	1.2	1515	-1	-12	-5	-7	.
CC(=O)c1c(N2CCCCC2)nc(=S)n(-c2ccccc2)c1C	-5	9	2	-0.2	1.1	1569	2	7	-10	8	.
COC(=O)c1ccc(C)c(NC(=O)CCc2ccc(OC)cc2)c1	49	-15	0	2.8	0.5	1478	0	-3	0	-9	0.82
CCCCNC(=S)NNC(=O)c1sccc1C	-15	-2	1	1.3	1.2	1635	2	-1	-4	.	.
CCC(=O)c1cc(F)c(N2CCN(S(=O)(=O)c3ccc(C)cc3)CC2)cc1C	6	-2	-1	1.0	0.9	1542	7	69*	1	8	.
CCNC(=O)C1=C(O)c2sccc2N(C)S1(=O)=O	-7	4	3	-0.7	1.1	1601	0	-6	1	0	-0.44
Oc1ccc2cc(Br)ccc2c1CN1CCCC1	4	2	-5	-0.7	1	1454	-2	0	3	-10	-0.52

Grouped by structure: the entries above with a nitro group on carbon (2)
SMILES	bIAP inhibitor	TLR4-MyD88 BLA	PPARg SRC-1 ag	DTT redox prof	bIAP act	TR-FRET SRC-2 ct	PPARg SRC-2 ag	Lmaj promast	PPARg SRC-3 ag	S1P3 antagonist	ROMK mod
CCOc1cc(C(c2c(C)[nH][nH]c2=O)c2c(C)[nH][nH]c2=O)ccc1OC(=O)c1cccc([N+](=O)[O-])c1	10	3	-2	0.5	0.9	1292	-3	25	-5	.	.
CN(C)CCNC(=O)Nc1ccc([N+](=O)[O-])cc1	-2	6	-2	-0.4	1	1631	4	-9	3	-10	0.33

The list goes on.
SMILES	bIAP inhibitor	TLR4-MyD88 BLA	PPARg SRC-1 ag	DTT redox prof	bIAP act	TR-FRET SRC-2 ct	PPARg SRC-2 ag	Lmaj promast	PPARg SRC-3 ag	S1P3 antagonist	ROMK mod
CC1(C)CC(=O)/C(=C(\O)CCCN2C(=O)c3ccccc3C2=O)C(=NCCO)C1	2	3	-2	-0.9	1	1699	2	-4	-1	11	1
Cc1cc(NC(=S)Nc2cccc3ccccc23)n[nH]1	-2	-9	2	0.0	1	1688	9	22	1	-4	-0.26
CC(C)(Oc1ccc(Cl)cc1)C(=O)OCn1nnc2ccccc2c1=O	-2	-3	4	-1.6	1	1450	-9	-8	4	.	.
CCCCOc1ccc(C(=O)N/C(=C\c2cccc([N+](=O)[O-])c2)C(=O)OC(C)C)cc1	7	8	3	-4.3	0.9	1780	6	-1	6	.	.
Cc1cc(C)c(NS(=O)(=O)c2ccc(NC(=O)/C=C/C(=O)O)cc2)c(C)c1	-15	-11	6	-0.3	1.1	1497	-10	19	-1	6	.
Cc1cccc2sc(NNC(=O)c3cc(=O)c4ccccc4o3)nc12	-14	-20	5	2.9	1.1	1450	-3	-7	0	-11	.
COc1ccc(Nc2ncnc3sc(-c4ccccc4)cc23)cc1OC	-4	0	6	-0.1	1	1661	6	8	8	9	0.47
Cc1ccccc1NC(=S)N(Cc1ccco1)C(C)c1cccs1 (stereo not drawn)	29	-2	0	-0.1	0.7	1518	7	42	3	17	-0.13
Cc1cc(NC(=O)Cn2nc([N+](=O)[O-])c(Br)c2C)no1	-11	-2	10	-0.6	1.1	1821	-4	-1	0	6	-0.027
CSc1nnc2n(-c3ccc(C)cc3)c(=O)c3c4c(sc3n12)COC(C(C)C)C4 (stereo not drawn)	1	-3	-4	-1.0	1	1609	-3	6	9	-26	.
CC(C)NC(=O)CCNC(=O)c1ccc(F)cc1	.	-5	5	-1.1	.	1474	9	-2	7	-32	0.69
O=S(=O)(ON(c1ccccc1)S(=O)(=O)c1ccccc1)c1ccccc1	-2	0	1	-0.3	1	1474	-2	1	1	-5	-0.057
CC(C)CC(=O)NC(=S)Nc1ccc(NC(=O)c2cccs2)cc1	5	-12	-5	1.0	0.9	1405	-4	3	-2	.	1
Cc1ccsc1C1CC(=O)OC2=C1C(=O)CC(C)(C)C2 (stereo not drawn)	6	-2	4	-10	0.9	1615	3	2	-3	-9	0.037
Cc1ccc(OCC(=O)Nc2ccc(N3CCN(S(C)(=O)=O)CC3)cc2)cc1	-5	6	1	0.3	1.1	1649	5	-1	6	5	-0.24
O=C(NCC1CCCO1)c1cccs1 (stereo not drawn)	11	-7	3	-0.1	0.9	1754	6	4	-1	-13	0.34
CCOc1cc(C(=O)N/N=C/c2ccsc2)cc(OCC)c1OCC	21	14	3	-0.3	0.8	1603	4	-1	5	2	0.05
O=C(Nc1ccc(N2CCOCC2)cc1)c1ccc([N+](=O)[O-])cc1	5	-3	-2	-0.6	1	1552	-6	-3	-6	-1	0.77
O=C(CCc1ccccc1)NNC(=S)Nc1ccc(F)cc1	11	8	10	-0.3	0.9	1580	10	-2	-2	-5	-0.8
CC(=O)C1=C(O)C(=O)N(Cc2cccnc2)C1c1ccccc1 (stereo not drawn)	8	14	7	0.1	0.9	1582	4	-8	5	-30	.
Nc1nc2ccc(N3CCOCC3)cc2s1	9	1	25*	1.6	0.9	1575	7	0	8	8	.
CC(=O)Nc1ccc(N2C(=O)CC(N3CCSCC3)C2=O)cc1 (stereo not drawn)	-13	-13	-7	-0.9	1.1	1550	0	2	-4	-13	0.81
COc1ccc(Nc2nc(N)nc(CN3CCN(c4ccccn4)CC3)n2)cc1	-7	1	7	-3.4	1.1	1686	-1	4	11	28	.
Cc1csc(NC(=O)CSc2nnc(NC(=O)C3CC(=O)N(c4ccccc4)C3)s2)n1 (stereo not drawn)	14	-19	2	-0.2	0.9	1627	15	41	6	-9	.
CC(C)C(=O)Nc1ccc(NC(=S)NC(=O)c2cc3ccccc3o2)cc1	17	11	-6	-0.9	0.8	1427	-3	-5	-1	-23	-0.065

Later entries:
SMILES	bIAP inhibitor	TLR4-MyD88 BLA	PPARg SRC-1 ag	DTT redox prof	bIAP act	TR-FRET SRC-2 ct	PPARg SRC-2 ag	Lmaj promast	PPARg SRC-3 ag	S1P3 antagonist	ROMK mod
COc1ccc(OC)c(-c2cc(C(=O)NCc3ccco3)no2)c1	19	9	-1	-1.3	0.8	1590	2	-1	-1	17	.
Cc1ccc(SCC(=O)NCCSC(C)(C)C)cc1	10	-4	8	0.0	0.9	1448	1	-6	2	.	-0.26
Nc1cc(=O)[nH]c(SCC(=O)Nc2cc(S(=O)(=O)N3CCOCC3)ccc2Cl)n1	-17	14	3	-1.9	1.2	1697	0	-13	-2	5	0.078
Cc1ccc(NC(=O)N2CCOCC2)c(C)c1	0	1	-1	0.2	1	1632	2	-3	0	.	0.29
O=C(CNC1CCCCC1)Nc1cc(S(=O)(=O)N2CCOCC2)ccc1Cl	-7	-3	-1	-4.0	1.1	1643	-2	3	8	-9	0.68
O=C(NC1CCCCCCC1)c1c(O)c2ccccc2[nH]c1=O	14	0	9	-0.7	0.9	1563	5	5	-3	0	0.95
COc1ccc(NC(=S)N(Cc2ccc(N(C)C)cc2)Cc2ccco2)cc1	-73	15	-6	0.0	1.7	1422	-1	39	-1	-8	-2.1
COc1ccccc1CNC(=O)CSc1nn2c(=O)c(C(C)(C)C)nnc2s1	0	-7	5	0.5	1	1535	7	32	3	-14	-0.97
O=c1c2cn[nH]c2[nH]c(=S)n1-c1ccccc1F	12	-8	4	-1.3	0.9	1650	0	-5	5	-13	.
CCc1ccccc1-n1c(SCC(=O)N2CCCC2)nc2[nH]ncc2c1=O	-24	-6	6	-0.9	1.2	1782	-8	0	1	-10	-0.22
Cc1cc(/C=N/n2c(COc3ccccc3C)nc3ccccc3c2=O)c(O)c([N+](=O)[O-])c1	-2	-3	1	0.6	1	1694	7	1	-4	11	.
O=C1C2CCCN2C(=O)N1CCCCN1CCN(CCO)CC1 (stereo not drawn)	-5	2	4	0.0	1.1	1489	1	-7	-2	-16	0.59
CCOC(=O)CSC(C)C(=O)Nc1nnc(C(C)C)s1 (stereo not drawn)	9	-17	4	-0.7	0.9	1630	3	-9	3	8	.
CSc1nc2ccc(NC(=O)c3ccc(Cl)s3)cc2s1	11	9	13	1.9	0.9	1514	3	-6	7	-24	.
Cc1cc(OCc2nn[nH]n2)c2c(C)c(CC(=O)O)c(=O)oc2c1	11	4	-4	1.9	0.9	1470	1	8	1	5	.
CN1CCN(C(=O)C2=C[C@@H](c3ccccc3)C[C@@H](OCc3ccc(CO)cc3)O2)CC1	-16	8	2	0.1	1.2	1721	9	-7	2	-15	.
